# From PubChem
# NCI-60 one-dose screen, 48 h, at 10 µM unless noted. Numbers give growth in % (100 = growth as untreated, 0 = no growth, -100 = all killed).
# HS 578T: HS 578T breast cancer; AID 1794788; 78,000 tested, 4.1% active
# LOX IMVI: LOX IMVI melanoma; 79,000 tested, 7.4% active; AID 1794757
# SK-MEL-28: SK-MEL-28 melanoma | 81,000 tested, 4.1% active | AID 1794761
# UACC-257: UACC-257 melanoma; 78,000 tested, 4.4% active
# SK-MEL-5: SK-MEL-5 melanoma; AID 1794755; 80,000 tested, 6.4% active
# MALME-3M: MALME-3M melanoma; 78,000 tested, 5.8% active; AID 1794766
# T-47D: T-47D breast cancer | 79,000 tested, 5% active | AID 1794792
# SK-MEL-2: SK-MEL-2 melanoma; 77,000 tested, 4.7% active
# Numbers without * were called inactive; / = not tested or not shown; & = joins results of further samples. The calls were made as follows: active = growth percent below 10; inactive = the rest.
SMILES,HS 578T,LOX IMVI,SK-MEL-28,UACC-257,SK-MEL-5,MALME-3M,T-47D,SK-MEL-2
CCCCC1C(=O)NN(c2ccccc2)C1=O (stereo not given),114,102,119,126,110,134,70,114
CC1C/C(=C\c2ccc([N+](=O)[O-])cc2)C(=O)O1 (stereo not given),94&108,98&97,102&118,100&94,98&98,97,94&97,107&112
CCN(CC)C(=O)c1c2c(n3ccccc13)C(=O)c1ncccc1C2=O,75,72,109,100,90,90,88,99
C#CC(OC(=O)NC1CCCCC1)(c1ccccc1)c1ccccc1,109,89,118,/,81,90,83,103
COc1ccc(-c2cc(-c3c(C)oc4c(OC)c5occc5c(OC)c4c3=O)nc(N)c2C#N)cc1OC,97,94,/,/,101,111,90,102
Nc1ccc(S(=O)(=O)NC(=O)c2ccccc2)cc1,111&109,101&105,111&107,108&96,103&111,114&109,105,108&97
CC1(C)CC(=O)C(/C=N/C(=S)Nc2ccc(S(N)(=O)=O)cc2)=C(O)C1,105,95,112,112,108,89,99,114
CCN(Cc1ccccc1)c1ccc(SC#N)cc1,/,49,87,107,94,88,/,104
CCOC(=O)c1nn(CC(O)c2ccccc2)c(NC(=O)Nc2cccc(C(F)(F)F)c2)c1C (stereo not given),81,99,105,90,93,87,87,101
Cc1ccc(-c2nc3nc(-c4ccccc4)nc(N4CCNCC4)c3o2)cc1,-51*,-79*,-90*,-89*,-96*,-80*,-68*,-93*
CCCCOC(=O)C=O,103,107,103,106,101,96,102,109
O=c1cc(N/N=C/c2ccccc2)c2ccccc2[nH]1,90,101,111,90,88,124,76,91
COc1ccc(Cn2c(Br)c3c(c2-c2ccccc2)CCc2sc(NC(=O)c4ccc(OC)cc4)nc2-3)cc1,105,93,116,111,88,88,85,95
CCNCC(=O)Nc1ccc(C(=O)OCC)cc1,97,95,103,97,108,110,93,102
CC1(C)c2ccccc2-c2nc3ccccc3cc2C1O (stereo not given),/,106,117,124,84,100,88,124
COc1ccc(-c2cn(-c3cccc(C(=O)/C=C/c4ccc(O)c(OC)c4)c3)c(=O)[nH]2)cc1,/,-14*,/,40,23,73,32,30
CC/C(=C\c1ccc(O)c(O)c1)C(=O)NC1CCOC1O (stereo not given),104,/,108,106,104,103,93,118
COc1cc(CNC(=O)/C=C/c2ccccc2)ccc1OCc1cn(-c2cccc(Cl)c2)nn1,78,90,104,89,/,96,74,110
COc1ccccc1Cc1nc(-c2ccccc2)nn(C2OC(COC(C)=O)C(OC(C)=O)C(OC(C)=O)C2OC(C)=O)c1=S (stereo not given),77,74,111,95,85,87,59,90
CCCCC(O)Cn1ncc(C(=O)N/N=C\c2ccc(OC(F)F)c(OCc3ccccc3)c2)c1N (stereo not given),76,71,97,77,54,93,52,97
CCC[S@](=O)c1ccc2nc(NC(=O)OC)[nH]c2c1,102,97,107,69,99,104,88,99
O=c1ccc2ccc(OCCN3CCCCC3)cc2o1,97,101,102,89,107,107,96,101
CCOC(=O)C1=C(CSC(=S)NC2CCCCC2)N(C)C(=O)NC1c1ccc2c(c1)OCO2 (stereo not given),89,100,109,101,90,95,85,107
c1ccc2nc3c4ccccc4c4ccccc4c3nc2c1,106,95,105,108,92,100,87,/
COc1ccc(C2=Nc3c(N)nc(SC)nc3NC(c3ccc4c(c3)OCO4)C2)cc1 (stereo not given),90,94,89,127,81,110,54,106
# Continued.
SMILES,HS 578T,LOX IMVI,SK-MEL-28,UACC-257,SK-MEL-5,MALME-3M,T-47D,SK-MEL-2
CCN(CC)c1ccc(/C=C2/NC(=O)NC2=O)cc1,-3.0*,46,67,73,-7.8*,42,16,8.1*
CCCc1nc(C)c2c(=O)[nH]c(-c3cc(S(=O)(=O)N4CCN(CC)CC4)ccc3OCC)nn12,94,97,108,117,101,140,105,114
O=c1[nH]c(=O)c2c([nH]1)oc1ccccc12,110,93,111,109,100,107,101,105
COc1c(N2CC3CCCNC3C2)c(F)cc2c(=O)c(C(=O)N/N=C/c3ccc(Br)cc3)cn(C3CC3)c12 (stereo not given),88,-74*,86,100,84,83,84,100
CC(=O)Oc1ccccc1C(=O)Nc1ccc(C(C)=O)cc1,101,115,109,118,101,106,89,108
COc1ccc(-c2cc(-c3ccc(Br)s3)[nH]c(=O)c2C#N)cc1,97,94,112,106,97,98,/,112
C=C1C(=O)O[C@H]2[C@H]1CC/C(Cn1cc(Cn3ccc4ccccc43)nn1)=C\CC[C@@]1(C)O[C@@H]21,69,-83*,14,41,30,-54*,-18*,62
CC1(C)CC(=O)C2=C(C1)N(c1ccc(OC(F)(F)F)cc1)C(N)=C(C#N)C2c1ccc([N+](=O)[O-])cc1 (stereo not given),89,93,103,86,94,91,76,89
O=C1CC(=O)N(c2nnc(/C=C/c3ccco3)c(=O)[nH]2)N1,105,96,112,84,101,129,99,/
C[N+](C)=c1ccc2nc3c(cc(Nc4ccccc4)c4ccccc43)oc-2c1,64,30,24,39,46,28,32,11
COc1ccccc1C1OC2=Nc3cc(C)c(C)cc3NC2C1=O (stereo not given),40,72,106,104,78,80,/,105
CCN(CC)C(C(=O)NN)c1ccccc1 (stereo not given),103,99,103,110,101,93,112,97
O=Nc1c(O)ccc2cc(S(=O)(=O)O)ccc12,103,86,108,108,96,96,94,74
Fc1ccc(-c2nc(-c3ccc(Cl)cc3)cn3ccnc23)cc1,88,81,100,101,90,106,63,102
Cc1c(C(=O)NO)sc2ncnc(Nc3ccc(NC(=O)Nc4ccccc4)cc3)c12,98,91,104,116,101,90,96,108
COc1cc(/C(N)=N/OC(=O)CSc2nc3ccccc3s2)cc(OC)c1OC,100,101,103,103,98,99,93,101
CCOC(=O)CN1C(=O)c2ccc3c4c(ccc(c24)C1=O)C(=O)N(CC(=O)OCC)C3=O,106,91,115,96,79,/,119,99
CCNC(=O)N1CCc2c(Cl)c3c(c(OC)c2[C@@H]1[C@H]1OCc2c1ccc(OC)c2OC)OCCO3,15,28,54,55,11,30,21,23
COc1cc(CSc2nc3ccc(C)cc3c(=O)n2Cc2ccccc2)cc(OC)c1OC,21,40,52,47,18,30,34,1.1*
CN1C(=O)NC2NC(=[N+]3CCOCC3)NC21 (stereo not given),99,98,97,108,101,101,104,106
CCOC(=O)c1cc(CC)sc1NC(=O)CC(C)=O,50,/,97,96,54,62,35,61
C=C(C)[C@@H]1CC[C@]2(C=O)CC[C@]3(C)[C@H](CC[C@@H]4[C@@]5(C)CCC(=NCCC(=O)O)C(C)(C)[C@@H]5CC[C@]43C)[C@@H]12,98,91,112,109,99,101,99,102
O=C(c1ccc(Cl)cc1)C1[C@H](c2ccccc2Br)[C@@H](c2ccccc2)NC12C(=O)Nc1ccccc12 (stereo not given in full),18,-69*,45,34,-16*,40,49,2.1*
N#Cc1ccc(-c2nn(-c3ccc(C(=O)O)cc3)cc2CNc2ccc(Br)cc2)cc1,52,53,50,75,51,90,51,78
CC(=O)Nc1ccc(C(=O)/C=C/c2ccc(N(C)CCO)cc2)c(O)c1,97,84,98,105,97,100,74,100

# Part of the list above in a different format.
# Results follow in this order: HS 578T	LOX IMVI	SK-MEL-28	UACC-257	SK-MEL-5	MALME-3M	T-47D	SK-MEL-2
CCCCC1C(=O)NN(c2ccccc2)C1=O (stereo not given)
 : 114	102	119	126	110	134	70	114
CC1C/C(=C\c2ccc([N+](=O)[O-])cc2)C(=O)O1 (stereo not given)
 : 94&108	98&97	102&118	100&94	98&98	97	94&97	107&112
CCN(CC)C(=O)c1c2c(n3ccccc13)C(=O)c1ncccc1C2=O
 : 75	72	109	100	90	90	88	99
C#CC(OC(=O)NC1CCCCC1)(c1ccccc1)c1ccccc1
 : 109	89	118	/	81	90	83	103
COc1ccc(-c2cc(-c3c(C)oc4c(OC)c5occc5c(OC)c4c3=O)nc(N)c2C#N)cc1OC
 : 97	94	/	/	101	111	90	102
Nc1ccc(S(=O)(=O)NC(=O)c2ccccc2)cc1
 : 111&109	101&105	111&107	108&96	103&111	114&109	105	108&97
CC1(C)CC(=O)C(/C=N/C(=S)Nc2ccc(S(N)(=O)=O)cc2)=C(O)C1
 : 105	95	112	112	108	89	99	114
CCN(Cc1ccccc1)c1ccc(SC#N)cc1
 : /	49	87	107	94	88	/	104
CCOC(=O)c1nn(CC(O)c2ccccc2)c(NC(=O)Nc2cccc(C(F)(F)F)c2)c1C (stereo not given)
 : 81	99	105	90	93	87	87	101
Cc1ccc(-c2nc3nc(-c4ccccc4)nc(N4CCNCC4)c3o2)cc1
 : -51*	-79*	-90*	-89*	-96*	-80*	-68*	-93*
CCCCOC(=O)C=O
 : 103	107	103	106	101	96	102	109
O=c1cc(N/N=C/c2ccccc2)c2ccccc2[nH]1
 : 90	101	111	90	88	124	76	91

# (continued)
SMILES,HS 578T,LOX IMVI,SK-MEL-28,UACC-257,SK-MEL-5,MALME-3M,T-47D,SK-MEL-2
CN(C)C(=S)N(C)C,157,98,118,107,108,165,99,104
O=C1/C(=C/c2ccc(Oc3ccnc(N4CCOCC4)n3)cc2)CC/C1=C\c1ccc(Oc2ccnc(N3CCOCC3)n2)cc1,88,/,95,69,/,70,44,/
Cc1ccc(S(=O)(=O)Nc2nc(-c3ccc(Cl)cc3)c(C#N)c(N3CCCCC3)n2)cc1,102,101,108,120,/,100,108,112
COc1ccc2nc(C)cc(SCc3nccc(OCC(F)(F)F)c3C)c2c1,91,81,89,57,31,89,49,82
CC1(C)CC(=O)C2=C(C1)N(c1ccc(OC(F)(F)F)cc1)C(N)=C(C#N)C2c1ccc(F)c(Br)c1 (stereo not given),99,97,108,91,91,98,96,98
CC(=O)C1(C)CCC2C3C=C(C)C4=CC(=O)CCC4(C)C3CCC21C (stereo not given),/,82,107,115,59,89,69,89
CCN(CC)CCNC(Cc1ccccc1)c1ccc(OCc2ccccc2)cc1 (stereo not given),71,59,63,-41*,73,89,68,97
CCCCC(C(=O)O)C1CCCCC1 (stereo not given),104,99,125,34,102,119,107,98
COc1ccc(-c2ccc(=O)n(-c3ccc(S(N)(=O)=O)cc3)n2)cc1,103,98,110,94,100,119,102,112
Cc1nn(-c2ccccc2)c2[nH]c(-c3ccc(Cl)cc3)c(C3C(=O)Nc4ccc(Cl)cc43)c12 (stereo not given),83,74,86,91,75,105,73,86
CCCCNc1nc(SCc2ccc(Cl)cc2Cl)ncc1C,93,97,110,93,98,100,74,91
CCC1S/C(=N\N=C(/C)c2ccc[nH]2)N(c2ccccc2)C1=O (stereo not given),124,110,110,104,79,85,122,124
O=C(c1ccccc1)C(Nc1cccc([N+](=O)[O-])c1)c1ccccc1 (stereo not given),104,/,111,93,104,/,73,83
Cc1nc(/C=c2\sc3n(c2=O)C2C(NN=3)N(C)C(=O)N2C)cn1C (stereo not given),107,104,103,93,103,93,107,103
CCOC(=O)c1sc(NC(=O)NC2CCCCC2)nc1C,93,101,92,103,102,144,97,36
CC(N)c1ccc2ccccc2c1O (stereo not given),90,84,123,107,95,84,90,101
CCC(C)C(N)C(=O)NC(CC(N)=O)C(=O)NC(CC(C)C)C(=O)NC(CCCCN)C(=O)NC(C)C(=O)NC(CC(C)C)C(=O)NC(C)C(=O)NC(C)C(=O)NC(CC(C)C)C(=O)NC(C)C(=O)NC(CCCCN)C(=O)NC(CCCCN)C(=O)NC(C(=O)NC(CC(C)C)C(N)=O)C(C)CC (stereo not given),/,101,/,104,3.4*,52,94,115
CCOC(=O)C(C)(C)O,93,93,115,/,102,96,95,114
O=C1C(CCl)(CCl)CCC12CN=C(Cl)C2 (stereo not given),110,102,105,93,100,101,101,/
CCSc1ccc([C@@H]2[C@@H](O)C(=O)N2c2cc(OC)c(OC)c(OC)c2)cc1,46,26,71,67,0.3*,71,77,/
CCN1C(=O)/C(=C2\S/C(=N\Nc3ccccc3)N(C)C2=O)c2ccccc21,112,127,107,119,102,102,84,103
O=C(Nc1ccc2[nH]c(=S)sc2c1)Nc1ccccc1F,129,89,125,116,96,119,72,99
NC(=O)C(=O)NCCCCC(=O)Nc1ccccc1,101,95,104,102,99,94,107,110
C#CCOC(=O)c1ccc(Cl)cc1,106,101,111,108,102,104,/,102
O=[N+]([O-])c1ccc(-c2nc(N3CCOCC3)c3c4c(sc3n2)CCCC4)cc1,91,86,111,93,94,89,84,96
# Next part:
SMILES,HS 578T,LOX IMVI,SK-MEL-28,UACC-257,SK-MEL-5,MALME-3M,T-47D,SK-MEL-2
C#CC(O)c1ccc(Cl)cc1Cl (stereo not given),/,97,114,109,105,124,120,110
CCOC(CN1CCOCC1)OCC,101,112,106,102,101,114,98,91
CC(O)C(=O)OCCOc1ccccc1 (stereo not given),100,100,117,112,111,120,113,/
CCCCCCCOc1ccc(C(=O)Nc2ccc(C)cc2C(=O)O)cc1,104,87,115,96,96,101,96,99
NS(N)(=O)=O,97,109,109,107,95,/,110,138
CCCCCSC1CCCC1,104,102,107,97,96,108,100,112
CCOC(=O)c1[nH]n(-c2ccccc2)c(=O)c1/C=N/C(N)=S,104,97,102,97,103,/,98,95
COc1cc(CNC(=O)/C=C/C=C/c2ccc3c(c2)OCO3)ccc1OCc1cn(-c2ccc(C#N)cc2)nn1,87,88,102,102,80,89,86,105
CCCc1nc(C(C)(C)O)c(C(=O)OCc2oc(=O)oc2C)n1Cc1ccc(-c2ccccc2-c2nn[nH]n2)cc1,108,92,102,103,/,99,85,116
CC(=O)OCC(=O)O[C@@H]1C[C@]2(C(C)C)O[C@@]1(C)[C@@H]1CC[C@@H](C)[C@H]1[C@@H]2OC(=O)/C=C/c1ccccc1,-18*,90,102,93,74,101,49,91
COc1ccc(/C=C/C(=O)c2sc(N3N=C(c4ccc(N(C)C)cc4)CC3C)nc2C)cc1 (stereo not given),111,95,103,104,109,92,100,112
CNC(=O)CNC(N)=O,113,93,110,99,101,84,97,106

# Rows were taken by chance, and some 11% of all compounds hit somewhere here.
